HepG2 viability: qHTS for Inhibitors of TGF-b: Cytotox Counterscreen; HepG2 CAGA-GFP viability, ATP luminescence, 18 h; Potency, µM (titrated, usually from 46.1 µM), for inactives: top-dose activity change, negative = cytotoxicity, actives largely listed as cytotoxic; 410,000 tested, 0.76% active; note: potency is the fitted concentration of half-maximal effect; some results filed as inactive show a strong effect at the top dose
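HepG2 CAGA-GFP cells (1000/well, DMEM with 1% FBS) received compound, then TGF-beta at 500 pg/mL final, and were incubated 18 hours at 37 degrees C. Viability was read by CellTiter-Glo luminescence. Media-only wells were set as complete cell-killing and DMSO as no toxicity.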
pAkt inh: HTS Assay for Inhibitors of Akt Phophorylation: Primary Screen; Neuro2A IGF-stimulated pAkt S473 HTRF, 20 min; active compounds read low; activity change, % for hits at 50 µM; 360,000 tested, 0.32% active; AID 651550, 2012; in the data active = activity change below about -80%; inconclusive = mostly about -51% to -80%; note: % is set by controls: 0 for no effect and ±100 for the full control effect
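Neuro2A cells (4,500/well, DMEM with 0.5% FBS) were treated with compound at a single 50 µM final concentration, stimulated with 6 nM IGF for 20 min at 37 °C, and lysed. Phospho-Akt Ser473 was read by HTRF as 665/615 ratio ×10^4.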
Abeta rescue: qHTS for compounds that reverse cellular toxicity of Amyloid beta (A-beta) peptide in yeast: Primary Screen; yeast expressing A-beta42, growth rescue, OD600, 48 h; response scale: 0% DMSO, 100% iron-clioquinol control; Potency, µM (doses to about 46.1 µM), inactives show at the top dose growth rescue, usual class: activators; 410,000 tested, 0.063% active; AID 1347071, 2019; note: potency is the fitted concentration of half-maximal effect; nearly all actives have a fitted effect of over 55% in size
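Growth rescue measured by 600 nm absorbance after 48 h yeast culture at 30 C with compound. Values normalized between DMSO and an equimolar ferric chloride plus clioquinol control.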
MmCpn inh: Inhibitors of TCP-1 ring complex (TRiC) of Methanococcus maripaludis (MmCpn): qHTS; purified Mm-Cpn ATPase, ADP Transcreener TR-FRET; Potency, µM (series often up to 76.9 µM), for inactives: top-dose activity, negative = inhibition, usual class: inhibitors; 330,000 tested, 0.031% active; note: potency is the fitted concentration of half-maximal effect; % is set by controls: 0 for no effect and ±100 for the full control effect; nearly all actives have a fitted effect of over 80% in size
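Compound-treated chaperonin, 25 nM final, turns over 10 uM ATP at 37°C for 30 min following a 10 min preincubation; ADP generated competes with ADP-d2 for Eu-cryptate antibody, lowering FRET.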
Nrf2 block: Nrf2 qHTS screen for inhibitors; A549 ARE-Fluc reporter, luciferase luminescence, 18-24 h; Potency, µM (doses to about 46 µM), without a hit: top-dose activity change, negative = inhibition, most hits filed as inhibitors; 360,000 tested, 2.1% active; AID 504444, 2011; note: potency is the fitted concentration of half-maximal effect; % is set by controls: 0 for no effect and ±100 for the full control effect; nearly all actives have a fitted effect of over 60% in size
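Concentration-response testing used A549 ARE_Fluc cells at 5000 cells/well. Following an 18-24 h compound incubation, viability was read by fluorescence (Ex 405/Em 525) and luciferase output by luminescence.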
A549 viability: Nrf2 qHTS screen for inhibitors: counterscreen for cytotoxicity. A549 ARE-Fluc cells, CellTiter-Fluor viability, 18-24 h. Potency, µM (highest dose often 46 µM), for the others: at the top dose activity change, negative = cytotoxicity, actives largely listed as inhibitors. 390,000 tested, 0.16% active. AID 504648, 2011; note: potency is the fitted concentration of half-maximal effect; % is set by controls: 0 for no effect and ±100 for the full control effect
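Cytotoxicity counterscreen: CellTiter-Fluor fluorescence was measured in A549 ARE_Fluc cells after 18-24 h of compound exposure in a concentration series. The subsequent BugLite luminescent read reports ARE-luciferase activity.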
TGFb inhibitor: qHTS for Inhibitors of TGF-b | HepG2 CAGA-GFP TGF-b/SMAD3 reporter, GFP fluorescence, 18 h; TGF-beta stimulated, 500 pg/mL final | 410,000 tested, 1.2% active | Potency, µM (series often up to 46.1 µM), for the others: at the top dose activity, negative = inhibition, actives largely listed as inhibitors | AID 588855, 2011; note: potency is the fitted concentration of half-maximal effect; % is set by controls: 0 for no effect and ±100 for the full control effect; nearly all actives have a fitted effect of over 65% in size
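Smad-responsive CAGA-GFP expression was quantified in HEPG2 cells exposed to compounds and 500 pg/mL final TGF-beta for 18 h at 37 degrees C; unstimulated wells defined full inhibition.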
CCT chaperon mod: High-Throughput Screening for Modulators of Cytosolic Chaperonin Activity. purified chaperonin ATPase assay, HTRF ADP detection, 30 min. activity change, % (test concentration not listed), hits read low. 360,000 tested, 0.3% active. AID 651819, 2012; in the data active = activity change below about -30%; note: % is set by controls: 0 for no effect and ±100 for the full control effect
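Nucleotide hydrolysis assay: TRiC at 20–40 nM final (set by batch activity) with 10 uM ATP, 30 min at 37 °C, in presence of 76 uM compound. Detection by competitive ADP HTRF, 30 min ambient.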
Nrf2 activator: qHTS of Nrf2 Activators; AREc32 ARE-luciferase reporter (MCF7-derived line), luminescence, 24 h; Potency, µM (series often up to 46.1 µM), inactives show at the top dose activation, hits mostly activators; 410,000 tested, 0.31% active; AID 624171, 2012; note: potency is the fitted concentration of half-maximal effect; % of control where 0% means no effect; nearly all actives have a fitted effect of over 65% in size
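Luciferase luminescence (Steady-Glo, 30 min at room temperature) served as the read-out of ARE activation in AREc32 cells treated with compounds for 24 hr at 37 deg C.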
* hit, by the source's call; i = inactive; ? = inconclusive; . = no result given; [ ] = remark or other dose. Unless noted, calls come from the whole dose curve; as a rule, active = well fitted curve in the direction sought with a large enough effect; inconclusive = small, poorly fitted or top-dose-only effect, or another doubt; inactive = no such curve, though single readings can be large; an effect the other way counts as inactive or inconclusive.

molecule,HepG2 viability,pAkt inh,Abeta rescue,MmCpn inh,Nrf2 block,A549 viability,TGFb inhibitor,CCT chaperon mod,Nrf2 activator
Cc1ccccc1CC(=O)NCCN1CCOCC1,-18.5%,i,6.2%,0.6%,9.8%,0.3%,-9.1%,-3.8,-0.4%
Cc1cccc(CCNC(=O)C2CCN(S(=O)(=O)c3c(C)nn(C)c3C)CC2)c1,-26.4%,i,1.0%,1.3%,-5.4%,-6.3%,1.1%,1.0,-0.2%
CN(C)CCC1Sc2ccccc2Oc2ccccc21 (centres undefined),-49.8%,i,5.0%,2.3%,9.0%,-7.5%,-0.7%,-2.4,2.4%
O=C(O)c1cnc(-c2ccccc2)nc1Sc1ccccc1,1.0%,i,-4.2%,-0.8%,-15.2%,5.1%,4.1%,-2.0,-0.2%
CN(C)c1ccc(C=C2SC(=S)NC2=O)cc1,8.3%,i,5.5%,.,?,?,61.5%[activator],-0.3,1.7%
Cc1ccc(S(=O)(=O)N(C)C[C@H]2OCCCC[C@@H](C)Oc3ccc(NC(=O)Cc4ccccc4)cc3C(=O)N([C@H](C)CO)C[C@@H]2C)cc1,-30.9%,i,4.9%,.,.,.,-2.1%,1.8,4.0%
Cc1ccc(C(=O)N/N=C\c2ccc(OC(=O)c3cccc(F)c3)cc2)cn1,7.3%,i,7.9%,1.3%,2.2%,?,14.8%,-2.2,-1.1%
COc1ccc(C(C(=O)NC2CCCC2)N(Cc2ccccc2)C(=O)c2snc(C(N)=O)c2N)cc1OC (centres undefined),4.1%,i,8.5%,1.3%,-10.4%,-3.3%,8.4%,-0.1,-0.2%
CC(Sc1ccc(S(=O)(=O)N2CCOCC2)cn1)C(=O)Nc1ccc(Cl)cc1Cl (centres undefined),-6.5%,i,-10.9%,0.5%,?,9.3%,-10.1%,0.9,0.2%
CCOC(=O)N1CCC(N(CCN(C)C)C(=S)Nc2ccc(Oc3ccccc3)cc2)CC1,-12.0%,i,-32.9%[inhibitor],0.0%,?,4.3%,1.4%,0.1,2.4%
O=C(CC1C(=O)N(c2ccccc2)C(=O)N1CCC1=CCCCC1)Nc1ccc(F)cc1 (centres undefined),-39.0%,.,12.6%,.,8.5%,-13.3%,11.2µM*,.,4.5%
CCN(c1nc(C)cc(OC)n1)S(=O)(=O)c1ccccc1,-6.0%,i,-12.0%,-5.0%,?,-1.3%,-6.3%,-0.1,-0.3%
COC(=O)c1ccc(NC(=O)CCc2nnc3ccc(N4CCC5(CC4)OCCO5)nn23)cc1,0.2%,i,5.7%,-0.1%,-9.2%,2.4%,15.9%,-1.4,-0.4%
CCN(C(=O)COC(=O)c1cc([N+](=O)[O-])ccc1N1CCOCC1)C1CCCCC1,2.1%,i,26.8%,-1.2%,1.9%,1.9%,8.0%,-0.4,0.5%
CN(C)S(=O)(=O)n1cnc([C@@H]2[C@@H]3C(=O)OC[C@@H]3C[C@]23N=CN(Cc2ccccc2)C3=O)c1,1.3%,i,0.4%,-4.4%,7.4%,-7.3%,4.3%,-1.2,-0.8%
CCOC(=O)CC1C(=O)NC2CCCCC2N1C(=O)Nc1ccc(Cl)cc1 (centres undefined),-8.4%,i,-7.8%[9.22 µM],-0.1%,.,9.8%,-18.4%,1.1,-0.7%
COc1ccc(Cl)cc1-n1c(=S)sc2c(=O)[nH]c(SCC(=O)C(C)(C)C)nc21,-17.2%,i,-3.7%,0.2%,?,-8.6%,?,-28.1,4.5%
CC(C)CNC(=O)CSc1nnc(-c2cccc(S(=O)(=O)N3CCCCC3)c2)o1,7.4%,i,22.8%,3.4%,?,-8.0%,4.5%,-1.2,-0.1%
Cc1cccc(CCNC(=O)COc2cc(=O)n(C)c3ccccc23)c1,-40.9%,i,-7.6%,1.2%,-13.7%,-14.5%,-25.0%,-25.6,2.8%
N#Cc1c(NC(=O)C2CC(Cl)=CCC2C(=O)O)sc2c1CCCCC2 (centres undefined),0.0%,i,-6.6%,-1.1%,-10.2%,-1.6%,-3.4%,1.6,3.2%
CC1(C)CC(=O)c2c(n(-c3cccc4ccccc34)ccc2=O)C1,-29.8%,i,-4.8%,-2.3%,-0.6%,-7.5%,5.7%,-5.1,0.2%
CC(NC(=O)C1CCC(CNS(=O)(=O)c2ccc3c(c2)C(C)(C)C(=O)N3C)CC1)c1ccccc1 (centres undefined),-8.1%,i,-7.5%,-1.6%,?,1.7%,-10.2%,-0.4,5.5%
O=S(=O)(c1ccc(NC(=S)NN=C(C2CC2)C2CC2)cc1)N1CCOCC1,37.3%,i,30.5%,-8.0%,4.0%,3.5%,24.8%,-0.2,-0.2%
Cc1ccccc1CNC(=O)C(=O)NCC1OCCCN1S(=O)(=O)c1ccc(F)cc1C (centres undefined),-4.1%,i,7.2%,1.0%,0.2%,7.1%,-1.8%,-1.0,2.6%
Cc1sc2ncnc(-n3cnc4ccccc43)c2c1C,0.2%,i,14.2%,-0.9%,?,-14.1%[1.84 µM],4.3%,-2.3,0.2%
CCCOC(=O)c1ccc(Oc2c(-c3ccc(OC)cc3O)n[nH]c2C)cc1,-93.9%,i,-23.9%,-0.5%,?,-25.8%,?,-0.3,3.4%
O=C1CC(Cc2ccccc2)C(=O)N1c1ccc(Cl)cn1 (centres undefined),-11.6%,i,-1.6%,-0.9%,0.7%,-11.3%,-2.8%,1.2,-0.7%
CCCCCC/C=N/Nc1nnc(Cc2ccccc2)c(=O)[nH]1,5.4%,i,-4.8%,1.7%,-13.0%,0.8%,1.4%,-0.2,4.0%
COc1cc(OC)cc(C(=O)NNC(=O)c2ccccc2Br)c1,-38.1%,i,5.6%,0.1%,?,-1.2%,0.9%,0.2,-0.2%
COc1ccc2[nH]c3c(c2c1)CCN1C(=O)N([C@@H](C)C(=O)NC2CCCCC2C)C(=O)[C@]31C (some centres undefined),-9.0%,i,1.3%,1.3%,-12.9%,1.5%,-25.4%,0.0,0.7%

Molecules above that have a COOH group:
molecule,HepG2 viability,pAkt inh,Abeta rescue,MmCpn inh,Nrf2 block,A549 viability,TGFb inhibitor,CCT chaperon mod,Nrf2 activator
O=C(O)c1cnc(-c2ccccc2)nc1Sc1ccccc1,1.0%,i,-4.2%,-0.8%,-15.2%,5.1%,4.1%,-2.0,-0.2%
N#Cc1c(NC(=O)C2CC(Cl)=CCC2C(=O)O)sc2c1CCCCC2 (centres undefined),0.0%,i,-6.6%,-1.1%,-10.2%,-1.6%,-3.4%,1.6,3.2%

Next entries.
molecule,HepG2 viability,pAkt inh,Abeta rescue,MmCpn inh,Nrf2 block,A549 viability,TGFb inhibitor,CCT chaperon mod,Nrf2 activator
Cc1ccc(S(=O)(=O)NNC(=O)c2ccc(NC(=O)C3CC3)cc2)cc1,-4.0%,i,7.2%,0.8%,-22.7%,-1.6%,-2.9%,-0.1,-0.5%
COc1ccc(CCNc2ccc(N3C(=O)CC(C)C3=O)cc2[N+](=O)[O-])cc1 (centres undefined),-36.4%,i,-1.7%,-4.1%,0.1%,-15.4%,2.8%,1.4,0.2%
CCOC(=O)N(C)c1c(CC)nc2c(OCc3ccc(C(F)(F)F)cc3)cccn12,-12.2%,i,11.6%,.,.,.,?,0.3,4.1%
O=C(NCc1cccnc1)C1CC(c2ccccc2O)=NO1 (centres undefined),22.8%,i,9.6%,1.1%,1.9%,-0.6%,-0.5%,-3.2,0.0%
CC1CCc2nn(CC(=O)NCCCN3CCOCC3)cc2C1 (centres undefined),11.0%,i,-2.0%,-1.2%,11.4%,4.1%,-1.6%,0.2,-0.8%
COc1ccccc1C(CNC(=O)c1cccc(S(=O)(=O)NCc2ccccc2)c1)N(C)C (centres undefined),-3.9%,i,-0.4%,-6.2%,13.6%,1.6%,?,-1.0,-0.4%
COc1cc2c(cc1OC)CN(C(=O)c1oc3ccccc3c1C)CC2,-12.6%,i,-2.0%,-1.6%,-15.8%,2.7%,?,-0.2,-0.4%
CCCCCCOc1ccc(N2C(=O)CC(N(CCc3ccc(S(N)(=O)=O)cc3)C(C)=O)C2=O)cc1 (centres undefined),-6.1%,i,7.5%,2.4%,-17.9%,4.1%,?,1.9,0.2%
Nc1cc(Cl)nc(N/N=C/c2ccc([N+](=O)[O-])cc2)n1,1.7%,i,-2.5%,2.8%,?,-0.9%,5.8%,-3.5,-0.2%
O=C(CN1CCCC1)Nc1c2c(nc3ccccc13)N(Cc1ccccc1)CC2,-52.9%,i,-14.3%,-2.9%,-9.9%,-12.2%,-1.9%,0.5,-0.1%
NC(=O)NC(Cc1ccccc1)C(=O)NNC(=O)COc1ccccc1Cl (centres undefined),9.2%,i,-1.1%,1.5%,-0.2%,-4.2%,16.3%,-15.9,-0.1%
CCCc1ccc2oc(C(=O)N(C)Cc3ccn[nH]3)c(C)c2c1,-21.4%,i,-2.5%,-5.5%,?,-2.2%,-5.3%,-1.1,0.7%
CCc1ccc(NC(=S)N(CCCN2CCN(C)CC2)Cc2cccs2)cc1,-38.5%,i,-5.4%,-2.6%,5.4%,0.0%,-7.7%,1.6,0.0%
O=C(Nc1ccc(OCc2cc(=O)n3c4c(sc3n2)CCCC4)cc1)c1ccccc1,-34.7%,.,0.2%,.,15.4%,-3.3%,29.2%,.,0.2%
CCOC(=O)c1ccc2[nH]c3c(c2c1)CN(C)CC3,3.5%,i,3.6%,-11.3%,-5.1%,0.0%,1.0%,-2.4,16.4%
CCOCCOc1cccc(C(=O)NC(c2ccccc2)c2ccccc2)c1,-9.4%,i,-7.3%,-1.1%,-22.7%,0.3%,-0.5%,1.9,0.2%
